# Screening data: PubChem, National Center for Advancing Translational Sciences (NCATS)
# N370S GC mod: N370S glucocerebrosidase modulation, Gaucher chaperone candidate | P04062 | N370S GC spleen homogenate, 4MU-glucoside fluorescence | Potency, µM (top dose mostly 59.4 µM), for inactives: at the highest dose activity change, negative = inhibition, hits mostly inhibitors | actives 0.092% (n = 330,000);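 also: 0% = full enzyme activity and -100% = no enzyme basal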
# FEN1 inhibitor: human FEN1 inhibition | P39748 | Recombinant FEN1 flap cleavage, fluorescence, 15 min | Potency, µM (series often up to 114 µM), without a hit: at the top dose activity change, negative = inhibition, usual class: inhibitors | actives 0.35% (n = 390,000); also: nearly all actives have a fitted effect of over 65% in size
# Target sequence (P39748 whole entry, looked up): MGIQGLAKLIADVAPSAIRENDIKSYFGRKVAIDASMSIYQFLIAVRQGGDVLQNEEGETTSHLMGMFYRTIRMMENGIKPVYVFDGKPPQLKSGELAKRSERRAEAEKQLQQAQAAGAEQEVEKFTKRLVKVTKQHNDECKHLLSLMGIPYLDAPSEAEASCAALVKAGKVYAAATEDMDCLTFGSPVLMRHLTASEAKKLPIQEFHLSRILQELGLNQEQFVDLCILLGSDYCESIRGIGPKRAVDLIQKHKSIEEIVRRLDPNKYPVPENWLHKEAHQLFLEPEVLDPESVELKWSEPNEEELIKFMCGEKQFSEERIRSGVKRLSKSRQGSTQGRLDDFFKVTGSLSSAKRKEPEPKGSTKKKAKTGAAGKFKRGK
#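 Concentration–response screening of FEN1 (10 nM): 15 min compound preincubation at room temperature, reaction started with 50 nM substrate and read at 0 and 15 min. Corrected, normalized data were fitted by a four-parameter Hill equation.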
# DT40 TDP1 CPT: DT40-hTDP1 cell growth loss with CPT; actives 12% (n = 420,000); Potency, µM (series often up to 46.2 µM), inactives show at the top dose activity change, negative = growth inhibition, hits mostly inhibitors; chicken DT40 Tdp1-/-;hTDP1 cells + 20 nM CPT, ATP luminescence, 48 h; also: nearly all actives have a fitted effect of over 55% in size
#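 Chicken DT40 Tdp1-/- cells stably complemented with human TDP1 were seeded at 400 cells/well in medium containing 20 nM camptothecin, exposed to pin-transferred compounds, and grown at 37 °C for at least 48 hr. Viability was read as ATP luminescence.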
# * = called active by the depositor; u = inconclusive; x = no result given; [ ] = remark or other dose. Calls follow the shape of the dose curve; as a rule, active = well fitted curve in the direction sought with a large enough effect; inconclusive = small, poorly fitted or top-dose-only effect, or another doubt; inactive = no such curve, though single readings can be large; an effect the other way counts as inactive or inconclusive. Unless noted, % is scaled to controls: 0 for no effect and ±100 for the full control effect; potency is read from the fitted curve at half-maximal effect. Only part of the results is shown; rates above refer to the full screens.
1	CC(=O)Nc1ccc(S(=O)(=O)NNC(=O)c2sc(=S)n(C)c2C)cc1
2	CCCCN(Cc1ccccc1)C(=O)CCN1C(=O)C2C3C=CC(C3)C2C1=O (configuration not stated)
3	COC(=O)Cn1c(CCS(=O)(=O)c2ccc(C)c(C)c2)nc2ccccc21
4	COc1ccc(N2C(=O)CC(N3CCN(S(=O)(=O)c4c(C)cc(C)cc4C)CC3)C2=O)cc1 (configuration not stated)
5	Cc1ccc(N(CC(=O)NCc2ccccc2)C(=O)CCC(=O)Nc2ccccn2)cc1C
6	Cc1nc(/C(N)=N/OC(=O)c2ccc(Cl)cc2)c(C(F)(F)F)o1
compound no.,1,2,3,4,5,6
N370S GC mod,4%,20%,5%,x,4%,-11%
FEN1 inhibitor,-5%,15%,2%,9%,15%,-3%
DT40 TDP1 CPT,-11%,-21%,-3%,-2%,8%,u

7	O=c1nc(N/N=C/c2ccco2)cn[nH]1
8	Cc1nnc(NC(=O)c2nc(S(=O)(=O)Cc3ccccc3C)ncc2Cl)s1
9	CCn1c(-c2nn(C)cc2Cl)n[nH]c1=S
10	CC(=O)Nc1ccc(S(=O)(=O)Nc2ccc3[nH]c(=O)[nH]c3c2)cc1
11	COc1ccc([N+](=O)[O-])cc1NC(=S)NC(NC(=O)Cc1ccc(OC)c(OC)c1)C(Cl)(Cl)Cl (configuration not stated)
12	O=[N+]([O-])c1cc(Br)c(Nc2ccccc2)c([N+](=O)[O-])c1
compound no.,7,8,9,10,11,12
N370S GC mod,-8%,-13%,-12%,0%,-25%,1%
FEN1 inhibitor,-2%,2%,16%,0%,-4%,-6%
DT40 TDP1 CPT,4%,15µM*,-1%,4%,u,0.82µM*

13	C=CCn1c(SCC(=O)c2c(N)n(CCC)c(=O)n(C)c2=O)nc2sc(CC)cc2c1=O
14	O=C(c1ccc(N2CCN(C(=O)c3cccc(F)c3)CC2)cc1)c1cccc(F)c1
15	CCCCc1cc(=O)oc2cc(O)ccc12
16	CC(=O)Nc1ccc(-c2sc(Nc3ccccc3)n[n+]2C)cc1
17	Cc1cccc(C)c1NC(=O)COC(=O)C1Cc2ccccc2CN1C(=O)c1ccccc1 (configuration not stated)
18	Cc1cccn2c(=O)c3cc(C(=O)NCc4cccnc4)c(=N)n(C(C)C)c3nc12
compound no.,13,14,15,16,17,18
N370S GC mod,18%,-19%,8%,-2%,11%,28%
FEN1 inhibitor,-2%,2%,1%,16%,-4%,-5%
DT40 TDP1 CPT,6.5µM*,16µM*,-17%,-15%,-15%,-27%

19	CC(NC(=O)c1ccc2c(c1)N(Cc1cccc(F)c1)C(=O)c1ccccc1S2)c1ccccc1 (configuration not stated)
20	COC(=O)c1ccc(COC(=O)c2ccc(CO)cc2)o1
21	COCCCNC(=S)Nc1ccc(OC(F)F)cc1C
22	COCCNC(=S)N/N=C/c1ccc([N+](=O)[O-])cc1
23	COc1cccc(/C=N/NC(=O)c2[nH]c(C)c(C(=O)N/N=C/c3cccc(OC)c3)c2C)c1
24	C=CCC1(CC=C)CCCN1C(=O)C1CCC(=O)N(CCc2ccc(Cl)cc2)C1 (configuration not stated)
compound no.,19,20,21,22,23,24
N370S GC mod,x,-1%,-1%,-2%,5%,8%
FEN1 inhibitor,-8%,-7%,-1%,10%,-6%,7%
DT40 TDP1 CPT,-1%,1%,1%,12%,u,18µM*

25	Cc1cccc(-c2nnc(SCC#N)n2C)c1
26	S=C1N(c2ccccc2)C(c2cccc3ccccc23)N2CCCN12 (configuration not stated)
27	O=C1c2ccccc2OC2(C=Cc3ccccc3O2)N1Cc1ccccc1 (configuration not stated)
28	Cc1ccc(S(=O)(=O)N[C@H](C(=O)NCC2CCC(C(=O)O)CC2)C(C)C)cc1 (some centres not stated)
29	CCOC(=O)c1c(C)n(C)c2ccc(OC(=O)c3ccc(N4C(=O)CCC4=O)cc3)cc12
30	CC1=C(C(=O)N2CCCC(N3CCN(c4ccccc4C)CC3)C2)OCCO1 (configuration not stated)
compound no.,25,26,27,28,29,30
N370S GC mod,-7%,12%,u,-5%,-3%,-9%
FEN1 inhibitor,1%,-3%,1%,0%,-12%,-5%
DT40 TDP1 CPT,u,-20%,4.6µM*,11%,u,u

31	CCN(CC)c1ccc(N2C(=O)/C(=C/c3cccs3)SC2=S)cc1
32	CCc1ccc2c(c1)C1(C(=O)N2)N2CCCC2C(C(=O)c2ccc3ccccc3c2)C12C(=O)Nc1ccccc12 (configuration not stated)
33	C[C@@H](NC(=O)[C@@H]1Cc2ccccc2CN1)C(=O)NCC1CCCO1 (some centres not stated)
34	CC(C)(C)C(=O)Nc1ccccc1C(=O)OCC(=O)c1ccc2c(c1)OCCO2
35	Cc1nn(C(C)C(=O)NCCCc2ccccc2)c(=O)c2cc3occc3n12 (configuration not stated)
36	Cc1ccccc1-c1nnn(CC(=O)Nc2cccc(S(N)(=O)=O)c2)n1
compound no.,31,32,33,34,35,36
N370S GC mod,2%,-8%,-2%,9%,1%,-11%
FEN1 inhibitor,-2%,-5%,20%,-20%,14%,2%
DT40 TDP1 CPT,-29%,u,-5%,u,-21%,1%

37	O=C(NCCS(=O)(=O)NCc1ccco1)c1ccccc1
38	NCCCNc1ccc(Br)cn1
39	Cc1ccc2nc(Cl)c3cc(C(=O)NCCCN(C)Cc4ccccc4)sc3c2c1
40	CC(=O)Nc1ccc2nc(SCCOc3ccc(C)cc3)sc2c1
41	CC(=O)N1CCN(C(=O)c2c(-c3ccccc3)noc2C)CC1
42	Cc1ccc(Cn2nc(C)c(NC(=O)CSc3nc4c(c(C(F)(F)F)n3)CCc3ccccc3-4)c2C)cc1
compound no.,37,38,39,40,41,42
N370S GC mod,5%,x,x,x,x,-3%
FEN1 inhibitor,3%,-6%,-22%,0%,-6%,5%
DT40 TDP1 CPT,1%,2%,u,-19%,-1%,u

# Overlap with the part before: 3 entries; new compounds follow.
40	CC(=O)Nc1ccc2nc(SCCOc3ccc(C)cc3)sc2c1
41	CC(=O)N1CCN(C(=O)c2c(-c3ccccc3)noc2C)CC1
42	Cc1ccc(Cn2nc(C)c(NC(=O)CSc3nc4c(c(C(F)(F)F)n3)CCc3ccccc3-4)c2C)cc1
43	Cn1cccc1/C=C1\SC(=S)N(NC(=O)c2ccccc2O)C1=O
44	O=C(NC1CC1)C1=C[C@H](c2c[nH]c3ccccc23)C[C@H](OCCCCO)O1
45	O=C(COC(=O)c1cc([N+](=O)[O-])ccc1NCc1ccccc1)NCc1ccccc1Cl
46	N#CCCn1c(=O)c(-c2ccc(F)cc2)nc2cnc(Oc3ccccc3)nc21
47	CCN1C(=O)CC(c2ccccc2)CC1=O
48	COc1cccc(CNC(=O)c2ccncc2)c1
compound no.,40,41,42,43,44,45,46,47,48
N370S GC mod,x,x,-3%,-12%,3%,13%,-5%,-20%,3%
FEN1 inhibitor,0%,-6%,5%,3%,-5%,-4%,x,-1%,-14%
DT40 TDP1 CPT,-19%,-1%,u,9%,4%,9%,12%,2%,-3%

49	COc1ccc(N2CCN(Cc3nc4c(c(=O)n(C)c(=O)n4C)n3Cc3ccccc3C)CC2)cc1
50	COc1cccc(C(=O)O/N=C(\N)c2ccc(C)cc2)c1
51	O=C1c2ccccc2C(Nc2ccc(Cl)cn2)N1c1ccccn1 (configuration not stated)
52	O=C(Cc1ccc(Cl)cc1)c1c[nH]c(C(=O)NCc2cccnc2)c1
53	COc1cccc(NC(=O)[C@H](C)NC(=O)N2CCn3c2nc2ccccc23)c1
54	N#CC1=C(N)C(C#N)(C#N)[C@H](c2ccncc2)[C@H]2CC3(CC=C12)OCCO3
compound no.,49,50,51,52,53,54
N370S GC mod,x,4%,-5%,-3%,1%,-14%
FEN1 inhibitor,-1%,-18%,4%,16%,16%,-10%
DT40 TDP1 CPT,18µM*,-20%,u,1%,-14%,u

55	O=C(CCCc1nc2ccccc2s1)NCc1cccnc1
56	CC1CCCCC12NC(=O)N(CC(=O)Nc1ccccc1F)C2=O (configuration not stated)
57	COC(=O)C1CCN(c2cc(=O)n(-c3ccc(OC)cc3)c(=O)[nH]2)CC1
58	CCC1(c2ccc(OC)cc2)NC(=O)N(CC(=O)N2CCc3ccccc32)C1=O (configuration not stated)
59	Cc1[nH]c2ccccc2c1C(c1c(C)[nH]c2ccccc12)c1c(C)[nH]c2ccccc12
60	COc1ccc(CCNC(=O)Cc2c(C)c3c(cc(C)c4c(C)c(C)oc43)oc2=O)cc1OC
compound no.,55,56,57,58,59,60
N370S GC mod,2%,-20%,-10%,0%,x,x
FEN1 inhibitor,6%,5%,11%,10%,-16%,1%
DT40 TDP1 CPT,u,-5%,3%,u,u,-8%

61	COc1ccc(C(=O)OCn2nnc3ccccc3c2=O)cc1OC
62	O=S(=O)(c1cc(Cl)ccc1Cl)n1cccn1
63	CC(=O)Nc1ccc(NC(=O)CCCc2c[nH]c3ccccc23)cc1
64	COc1cc2oc(=O)ccc2cc1[C@@H](O)[C@@H]1OC(C)(C)OC1(C)C
65	CCOc1ccc(C2c3c(oc4ccccc4c3=O)C(=O)N2CCCN2CCOCC2)cc1OCC (configuration not stated)
66	COC(=O)CN(Cc1ccco1)S(=O)(=O)c1ccccc1
compound no.,61,62,63,64,65,66
N370S GC mod,7%,2%,-4%,x,-28%,1%
FEN1 inhibitor,5%,6%,4%,0%,15%,-14%
DT40 TDP1 CPT,u,24%,-11%,-4%,u,0%

67	CCOC(=O)N1CCC(NC(=O)c2ccc3c(c2)sc2nc(-c4ccccc4)cn23)CC1
68	CC1CC(C)CN(CCCNC(=O)c2ccc3c(c2)NC(=O)C(N2CCCCC2)S3)C1 (configuration not stated)
69	O=c1[nH]c2sc3c(c2c2nncn12)CCCC3
70	CC(=O)OC1CC[C@@]2(C)C(CC[C@@]3(C)C2CC=C2C4CC(C)(C)CC[C@]4(C)CC[C@@]23C)C1(C)C (some centres not stated)
71	CCOc1ccc(CN(C)C(=O)CNC(=O)c2ccccc2)cc1
72	COc1cc(C(=O)OCCCN(C)C)cc(OC)c1OC
compound no.,67,68,69,70,71,72
N370S GC mod,0%,-4%,-10%,11%,-4%,19%
FEN1 inhibitor,11%,3%,2%,x,6%,5%
DT40 TDP1 CPT,15µM*,u,1%,9%,-19%,21%

73	Cc1cc(NC(=O)c2ccc([N+](=O)[O-])cc2)no1
74	Oc1ccc(N=Cc2cc(Br)c(N3CCOCC3)o2)cc1
75	Cc1cc(CN(C)C(=O)c2cc(COc3ccc4ncccc4c3)on2)on1
76	CSCCC(NC(=O)c1ccc(Cl)cc1Cl)C(=O)N1CCN(C(=O)c2ccccc2)CC1 (configuration not stated)
77	COc1ccc(-c2ccc(-c3cc(=O)oc4c(C(C)C)ccc(C)c34)cc2)cc1
78	CCCOc1ccc2c(CC)cc(=O)oc2c1C
compound no.,73,74,75,76,77,78
N370S GC mod,-9%,1%,-7%,x,0%[89.1 µM],u
FEN1 inhibitor,5%,7%,-4%,-8%,-13%,-4%
DT40 TDP1 CPT,5%,u,7.3µM*,u,23µM*,u

79	CC(=O)c1ccc(S(=O)(=O)Nc2ccc(C(=O)N(C)CC(=O)Nc3cccc(C)c3C)cc2)cc1
80	COc1ccc(S(=O)(=O)NC(C)C(=O)O)cc1 (configuration not stated)
81	CCOCCCNC(=O)C1CCN(S(=O)(=O)c2cc(Br)cc3c2N(C(=O)CC)CC3)CC1
82	C=CCN1C(=O)c2ccc(C(=O)Nc3ccccn3)cc2C1=O
83	COc1cc(C(=O)NCc2nnc(SCC(=O)N3CCc4ccccc43)o2)cc(OC)c1OC
84	CC/C(C)=N/NC(=O)c1[nH]c2ccc(C)cc2c1-c1ccccc1
compound no.,79,80,81,82,83,84
N370S GC mod,x,4%,-11%,0%,3%,u
FEN1 inhibitor,-13%,-10%,-11%,2%,-4%,-19%
DT40 TDP1 CPT,-9%,-17%,-3%,0%,-3%,-11%

# Laid out differently: results already given.
81) CCOCCCNC(=O)C1CCN(S(=O)(=O)c2cc(Br)cc3c2N(C(=O)CC)CC3)CC1
  N370S GC mod: -11%
  FEN1 inhibitor: -11%
  DT40 TDP1 CPT: -3%

82) C=CCN1C(=O)c2ccc(C(=O)Nc3ccccn3)cc2C1=O
  N370S GC mod: 0%
  FEN1 inhibitor: 2%
  DT40 TDP1 CPT: 0%

# Going on with the list.
85	O=C(NCCCN=C1NS(=O)(=O)c2ccccc21)c1ccc(S(=O)(=O)N2CCCCC2)cc1
86	COc1ccc(N2CCN(C(=O)c3cccc(-n4c(C)nc5cccnc54)c3)CC2)cc1
87	COc1ccc(-c2noc(CCC(=O)NCc3ccc(C)cc3)n2)cc1
88	COc1ccc(CNC(=O)CN(C(=O)c2csnn2)c2cccc3ccccc23)cc1
compound no.,85,86,87,88
N370S GC mod,14%,x,x,-5%
FEN1 inhibitor,-9%,18%,-5%,13%
DT40 TDP1 CPT,u,16µM*,-28%,-2%
